Peg3 prom inh = inhibitors of Peg3 promoter; HeLa PEG-Prom luciferase reporter, luminescence, overnight; inhibition, % at 20 µM; actives 1.7% (n = 360,000); AID 588405;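 active means inhibition of at least 50% at 20 µM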
MITF TRPM1 inh = reduces MITF-dependent TRPM1 promoter luciferase signal. inhibition, % at 12.5 µM. actives 0.83% (n = 330,000). AID 488899. SK-MEL-5 TRPM1 promoter luciferase, 24 h;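 active means mean inhibition across replicates of 60% or more, whatever share of single replicates reaches that level; inconclusive means some that reach 60%, reason not given; inactive means mean inhibition across replicates below 60%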; further: values of inactives mirror those of a sister screen read the other way
NR2E3 ag-1 = NR2E3 (human) agonism | Q9Y5X4 | GST-NR2E3/biotin-RetCOR TR-FRET, 1536-well | inhibition of corepressor binding, % at 4.78 µM | actives 0.12% (n = 320,000) | AID 2300;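 active means percent inhibition above the cutoff of mean plus 3 SD of all tested compounds, set per screening campaign, cut at about 20% in these data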;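 further: 0% = DMSO wells and 100% = biotin wells as full block of FRET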
Target sequence (Q9Y5X4 whole entry, looked up): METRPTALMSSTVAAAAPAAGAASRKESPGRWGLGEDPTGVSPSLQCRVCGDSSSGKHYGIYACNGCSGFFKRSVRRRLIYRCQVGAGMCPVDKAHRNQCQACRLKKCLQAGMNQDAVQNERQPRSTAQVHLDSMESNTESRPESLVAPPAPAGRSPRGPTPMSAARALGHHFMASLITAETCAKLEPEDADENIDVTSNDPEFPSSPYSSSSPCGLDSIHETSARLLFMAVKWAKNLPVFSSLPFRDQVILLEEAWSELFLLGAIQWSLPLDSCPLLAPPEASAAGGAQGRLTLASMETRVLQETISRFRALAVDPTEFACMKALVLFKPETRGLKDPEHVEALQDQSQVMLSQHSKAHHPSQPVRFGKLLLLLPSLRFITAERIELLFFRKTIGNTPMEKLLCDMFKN
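System: GST-NR2E3 and biotin-RetCOR proteins; probe or stimulus: 7 nM biotin-RetCOR; doses: compound at 4.8 µM, single dose; schedule: Compound–protein incubation for 5 h at 4 °C; detection: time-resolved FRET; read-out: percent inhibition; controls: biotin wells as high control, 0.6% DMSO wells as low control; format: 1536-well plates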
CaV13 FRET inh = Disruptors of the CACNA1D IQ motif to Ca2+-dependent inactivation inhibitor domain association, primary screening, Förster resonance energy transfer in intact living …; HEK cells, CFP/YFP FRET ICDI-IQ, plate reader, 10 min; percent FRET-ratio fall versus neutral wells; inhibition, % at 12.3 µM; actives 0.098% (n = 340,000);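 active means mean replicate inhibition of at least 30% and at least 1% of replicates passing that level; inconclusive means only one of the two criteria is met; inactive means neither criterion is met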;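 further: 0% = median of the neutral control wells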
NR2E3 ag-2 = activates human NR2E3 receptor; Q9Y5X4; inhibition of corepressor binding, % at 3.98 µM; actives 0.35% (n = 360,000); AID 602229; CHO-S Gal4-NCOR/VP16-NR2E3 two-hybrid, luciferase;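 active means inhibition above the mean of all tested compounds plus 3 SD, cut at about 70% in these data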;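 further: 0% = DMSO with NR2E3 transfected cells and 100% = cells lacking NR2E3 construct; higher means lower luciferase signal from less NR2E3 corepressor binding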
HIF-2a inh = inhibitors of HIF-2a | 786-0 RCC cells HIF-2a reporter, luciferase luminescence, overnight | inhibition, % at 18.8 µM | actives 0.72% (n = 360,000);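 active means inhibition of the luminescence signal of 40% or more relative to plate controls, in a single-dose primary screen at 18.75 µM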
KKLEB tox = CF airway cell cytotoxicity counter-screen. KKLEB CF airway cells viability, ATPlite luminescence, overnight; hits give low values; cells stimulated with P. aeruginosa culture filtrate. activity change (cytotoxicity), % at 5 µM. actives 0.36% (n = 360,000). AID 602141;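 active means corrected activity change at or below -50% at 5 µM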
PDI turbidity = PDI (human) enzyme inhibition | P07237 | PDI insulin aggregation turbidity, A650, 90 min | inhibition, % at 10 µM | actives 0.052% (n = 350,000);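 active means mean inhibition across replicates of 30% or more, whatever share of single replicates reach that level; inconclusive means mean inhibition below 30% while every single replicate reaches 30%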;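 further: absorbance from insulin aggregation driven by PDI reduction with DTT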
Target sequence (P07237 whole entry, looked up): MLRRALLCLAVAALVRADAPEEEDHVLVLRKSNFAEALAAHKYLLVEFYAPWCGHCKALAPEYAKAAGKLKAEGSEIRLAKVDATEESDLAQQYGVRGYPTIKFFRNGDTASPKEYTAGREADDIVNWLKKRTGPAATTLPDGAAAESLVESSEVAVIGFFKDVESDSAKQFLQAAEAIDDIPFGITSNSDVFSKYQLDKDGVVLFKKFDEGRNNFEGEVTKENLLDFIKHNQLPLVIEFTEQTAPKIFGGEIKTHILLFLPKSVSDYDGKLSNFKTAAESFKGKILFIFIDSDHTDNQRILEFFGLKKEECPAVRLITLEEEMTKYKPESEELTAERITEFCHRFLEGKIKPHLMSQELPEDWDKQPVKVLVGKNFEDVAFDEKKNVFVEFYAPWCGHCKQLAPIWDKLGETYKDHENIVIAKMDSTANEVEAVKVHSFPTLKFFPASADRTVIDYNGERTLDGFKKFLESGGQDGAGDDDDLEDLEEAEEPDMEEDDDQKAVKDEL
Shn3 inh set2 = Schnurri-3 reporter inhibition in Clone20 osteoblasts; Clone20 osteoblast Shn3 3'UTR firefly luciferase, 24 h; inhibition, % at 12.5 µM; actives 0.52% (n = 360,000); AID 588674;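 active means mean inhibition of at least 75% with every replicate also reaching 75%; inconclusive means mean inhibition at least 75% but some replicate below; inactive means mean inhibition below 75%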;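 further: 0% = median of neutral control wells and 100% = pilot-screen positive control compound; some compounds past the cut are filed as inactive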
CF NFkB inh = cystic fibrosis NF-kB activation inhibition | KKLEB NF-kB-GFP reporter, PAF-induced, GFP fluorescence overnight | inhibition, % at 5 µM | actives 0.86% (n = 360,000);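 active means at least 50% inhibition at 5 µM, scaled per plate between neutral and stimulator controls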;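 further: PAF is a Pseudomonas aeruginosa culture filtrate used as stimulus; plate controls were PAF-stimulated DMSO wells for no effect and unstimulated DMSO wells for full effect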
Vif imaging = blocks HIV Vif function; HEK293T cells, Vif self-association by quenched fluorescence, imaging, 24 h; inhibition, % at 7.49 µM; actives 0.35% (n = 340,000); AID 602346; in the data active means inhibition above about 50%, passing the limit was not always enough; inconclusive means no clear call, values can overlap the other calls; inactive means below about 31%; further: some results filed as inactive read as strong as hits
Active calls of the source: *; ? = inconclusive; . = not tested or not shown. Not all compounds are listed; the hit share may differ from the screen's.

SMILES	Peg3 prom inh	MITF TRPM1 inh	NR2E3 ag-1	CaV13 FRET inh	NR2E3 ag-2	HIF-2a inh	KKLEB tox	PDI turbidity	Shn3 inh set2	CF NFkB inh	Vif imaging
Cc1ccc(N=Cc2c(O)n(C)c(=O)n(C)c2=O)cc1	-43	-41	1	-5	7	-109	9	-7	-21	-12	-3
Nc1nnc(P(c2ccccc2)c2ccccc2)s1	21	-7	-6	1	4	15	-6	9	-8	5	12
O=S(=O)(NC1CCCC1)OCC(Cl)(Cl)Cl	-1	-4	4	-4	11	15	-21	2	-7	10	-5
CN(C)CC1CCCCC1OC(=O)Cc1ccc(Cl)c([N+](=O)[O-])c1 (centres undefined)	18	24	0	-3	-59	12	-2	-8	3	9	-7
CN(C)C(=O)O/N=C(\N)COc1ccc(C(C)(C)C)cc1	107*	-10	-1	-14	-41	60*	-6	7	-17	5	-14
CN1C2c3ccccc3C3C4c5ccccc5C(C31)C(C2[N+](=O)[O-])N4C (centres undefined)	18	-7	-2	-15	9	10	2	6	-1	-26	3
COC(=O)C1=C(c2ccc(F)cc2OCc2ccccc2)C[C@@H]2CC[C@H]1N2C(=O)NCc1ccc(N(C)C)cc1	27	-13	4	30	21	18	-9	9	4	14	0
O=c1cc(C2CCNCC2)[nH][nH]1	-4	2	0	.	-22	6	8	0	-11	-5	.
CCC12CN3CCN(CC(C3)/C1=N/NC(N)=O)C2	12	13	-3	-5	-29	11	6	-6	-12	-5	-13
COc1ccccc1C(=O)C1CCCN(Cc2cnc(C)s2)C1 (centres undefined)	15	8	0	1	11	11	-17	-3	.	10	5
CCN(CC)C(=O)Cn1cc(/C=C2\C(=O)NC(=O)N(c3ccccc3F)C2=O)c2ccccc21	58*	10	5	-5	-24	44*	-4	11	44	-33	-6
CNCC(O)c1cccc(OC(=O)c2ccccc2C)c1 (centres undefined)	2	-20	2	1	4	10	2	3	-7	0	0
CCOC(=O)C1CCN(Cc2ccc(Cl)nc2)CC1	11	-1	3	-4	1	12	8	2	-14	-20	-5
C[C@]12CCC3C(C(=O)C[C@H]4C[C@@H](O)CC[C@]34C)C1CCC2=O (some centres undefined)	16	3	.	-16	1	2	15	-4	-9	-10	?
O=c1[nH]c(=S)n(C2CC2)c(O)c1/C=N/Nc1ccccc1	8	6	1	-5	-2	-11	13	2	-28	-17	-12
CC12Cc3cnoc3C=C1CCC1C2CCC2(C)C1CCC2(C)O (centres undefined)	44	16	.	-17	-4	11	-2	-8	-25	23	0
Cc1ccc(/C=C2/C(=O)NC(=O)N(CCc3ccc(F)cc3)C2=O)s1	11	3	3	-5	23	12	-15	-20	5	27	2
CCOP(=S)(OCC)c1ccc(N(C)C)cc1	3	4	4	-5	-9	-59	1	-1	-10	2	5
Cc1oc2ccc(OC(=O)N(C)C)cc2c1C(=O)OC(C)C	25	-13	0	.	23	10	3	-3	11	-3	-6
CCC(C)/C=C(C)/C=C/C1=CC2=C(Cl)C(=O)C(C)(OC(C)=O)C(=O)C2=CO1 (centres undefined)	-37	.	6	.	-27	-18	2	.	8	3	4
CCN1CCN(c2ccc(NC(=O)C(C)C)cc2Cl)CC1	12	-8	-6	-5	10	-7	3	3	-11	-16	6
O=C(O)CCCc1ccc(N(CCCl)CCCl)cc1	6	9	1	-5	-10	-1	2	1	25	-5	-2
Cc1ccsc1C(=O)C1CCCN(Cc2cc3ccccc3o2)C1 (centres undefined)	-1	2	-3	-2	2	6	3	3	3	5	-2
CCOc1ccc(NC(=O)C2C3c4ccccc4C(c4ccccc43)C2C(=O)O)cc1 (centres undefined)	-2	4	-2	-4	-7	4	-1	6	-5	1	17
OC1(c2cccnc2)CC2CCC(C1)N2Cc1nnnn1Cc1ccccc1 (centres undefined)	7	2	4	.	-1	18	-2	2	-2	-5	-15

(continued)
SMILES	Peg3 prom inh	MITF TRPM1 inh	NR2E3 ag-1	CaV13 FRET inh	NR2E3 ag-2	HIF-2a inh	KKLEB tox	PDI turbidity	Shn3 inh set2	CF NFkB inh	Vif imaging
CC(Cc1ccc(O)cc1)NCC(O)c1ccc(O)c(O)c1 (centres undefined)	-1	.	.	-20	-20	15	-21	?	16	26	15
Cc1c(C(=O)Nc2ccccc2)c2cc(O)ccc2n1Cc1ccccc1	-22	-14	-1	-19	-22	-70	-4	0	7	-20	-2
Cn1c(O)c(/C=N/c2ccccn2)c(=O)n(C)c1=O	-4	0	2	-8	7	9	-1	0	43	-4	2
COC(=O)c1ccccc1OP(=O)(c1cccc([N+](=O)[O-])c1)c1cccc([N+](=O)[O-])c1	13	0	-3	1	-13	12	5	4	4	2	-4
C[C@@H]1CN([C@@H](C)CO)C(=O)CCCn2nncc2CO[C@@H]1CN(C)C(=O)Oc1ccc2ccccc2c1	-1	.	.	-6	-16	1	-4	14	-5	9	-1
c1cc2c(cc1N1CCCCC1)CNCc1cnnn1-2	-25	.	.	-6	8	0	-4	.	-9	8	-8
O=C(NC[P+](=O)O)OCc1ccccc1	6	-4	0	.	-7	8	-1	6	-1	-1	5
O=C(Cn1cnc2ccccc2c1=O)NCC(=O)N1CCC2(CC1)OCCO2	8	-9	-2	-5	-26	13	3	-2	-16	-2	16
CN(C)C(=O)Oc1ccc2c(c1)O/C(=C\c1cccc(Cl)c1)C2=O	-150	-65	-1	-2	-29	-291	-18	-2	-38	4	23
COc1ccccc1NC(=O)COC(=O)c1cc(C)n(C2CC2)c1C	-10	-22	.	-7	16	-11	6	4	9	-14	-12
CCN(CC)c1ccc([N+](=O)[O-])c2cccnc12	-5	0	0	-6	-30	3	-3	4	-7	12	0
CN(C)Cc1c[nH]c2cc([N+](=O)[O-])ccc12	0	-1	.	-8	-24	-8	4	-5	4	-19	0
COC(=O)C1=C(c2cccc(OCc3ccccc3)c2)C[C@@H]2CC[C@H]1N2C(=O)NC1CCN(Cc2ccccc2)CC1	46	31	-1	-2	-6	-22	-10	-2	23	26	-15
Cc1ccc(OP(=O)(NC(C)c2ccccc2)Oc2ccc(C)cc2)cc1 (centres undefined)	28	1	-2	-4	-1	13	0	4	5	5	3
C/C(=N/O)c1ccc2ccc3ccccc3c2c1	-197	-25	-1	-14	-158	-357	18	0	-74	-44	-6
O=C1CC(=O)N(c2ccccc2)C(=O)N1	6	3	.	-6	12	14	-9	-2	-3	15	-7
O=C(COc1ccc(Br)cc1)N1CCN(Cc2ccncc2)CC1	14	-9	.	-5	-11	13	4	17	-4	-7	-2
CN(C)c1ccc(C2C3C=CC(C3)C2(C#N)C(=O)O)c(Br)c1 (centres undefined)	6	7	0	-2	-10	18	6	-2	-5	-18	5
C=CCn1c(O)c(C(C)=NCCCN(C)C)c(=O)[nH]c1=O	5	-18	2	-2	7	17	-4	-8	-9	10	-6
COC(=O)C1=C(c2c(C)noc2C)C[C@@H]2CC[C@H]1N2C(=O)NCc1ccc2c(c1)OCO2	3	-9	3	-5	-10	8	9	-4	26	0	-3
Cc1cc(=O)oc2cc(OCC(=O)N3CCN(Cc4ccccc4)CC3)ccc12	8	11	.	-3	-49	3	4	-23	-14	10	-6
CCC(C)n1c(O)c(/C=N/NC(=O)c2ccncc2)c(=O)[nH]c1=S (centres undefined)	1	3	-1	-4	-17	6	-3	10	-14	3	7
COC(=O)C1=C(c2ccc(S(C)(=O)=O)cc2)C[C@@H]2CC[C@H]1N2C(=O)N1CCOCC1	-4	-3	-1	-10	-3	1	1	-2	-12	16	5
N#Cc1cc2c(nc1SCC(=O)Nc1cc(Cl)ccc1Cl)C1CCN2CC1	3	2	0	-5	-44	-66	-8	-6	-14	10	-4
C[C@]12CC[C@H](O)CC1=CCC1C2CC[C@@]2(C)C1CC[C@@H]2OCc1ccccc1 (some centres undefined)	-1	7	.	-9	-7	15	5	1	-6	6	-2

The listing continues.
SMILES	Peg3 prom inh	MITF TRPM1 inh	NR2E3 ag-1	CaV13 FRET inh	NR2E3 ag-2	HIF-2a inh	KKLEB tox	PDI turbidity	Shn3 inh set2	CF NFkB inh	Vif imaging
Cc1c(NS(=O)(=O)c2ccccc2)ccc([N+](=O)[O-])c1Cl	43	10	.	-7	85*	-20	-29	11	18	45	-18
CCOc1ccc(-n2c(O)c(N=Nc3ccc([N+](=O)[O-])cc3)c(=O)[nH]c2=O)cc1	6	21	-1	-6	4	-13	-8	11	0	-29	-13
O=c1[nH]c(=S)n(-c2ccc(Cl)cc2)c(O)c1/C=N/N1CCOCC1	4	4	0	-20	-18	15	-9	0	7	5	1
CN1CCN(Cc2nnc3n2-c2ccc(Cl)cc2C(c2ccccc2)=NC3)CC1	7	0	-2	-4	-10	13	10	-22	-11	2	4
CC1CN(C)C(C)(C)CC1(O)c1ccccc1 (centres undefined)	8	5	1	-9	-19	8	-1	-6	7	-2	4
COc1ccccc1N=Cc1c(O)n(C)c(=O)n(C)c1=O	-79	1	1	-5	-28	-96	8	-2	-30	-11	3
COc1ccc(CCNCc2ccncc2)cc1OC	5	-14	0	-9	-11	-8	-8	-1	-12	20	0
Cc1cc(OCC(=O)OC(C)(C)C)c2c3c(c(=O)oc2c1)CCC3	7	7	1	-5	1	2	10	0	-1	-51	6
CCOC(=O)[C@@]12C(=O)C(=O)N[C@]1(c1ccccc1)C1OCCCC12 (some centres undefined)	15	8	-4	-3	-30	16	-3	0	-12	16	-2
COC(=O)C1=C(c2cccc(OC)c2OC)C[C@@H]2CC[C@H]1N2C	-12	-11	3	-5	-4	10	14	-2	19	-2	-2
CN1C2CCC1/C(=C/c1ccccn1)C(=O)/C2=C\c1ccccn1	99*	97*	4	-2	88*	88*	-91*	-4	93*	99*	106*
O=[N+]([O-])c1c(Cl)c(Cl)c(Cl)c(Cl)c1Cl	9	9	.	-2	-2	7	-13	1	7	-4	12
O=C(O)[C@H]1C[C@@H]1[C@H](NP(=O)(c1ccccc1)c1ccccc1)c1ccccc1	-10	-3	6	-9	-1	12	-5	16	-41	9	1
Cc1cc(C)n2nc(SC(C)C(=O)N3CCC4(CC3)OCCO4)nc2n1 (centres undefined)	9	2	-4	-8	-2	10	1	4	-19	-14	-6
CN1CCN(Cc2cc(C(C)(C)C)c(O)c(C(C)(C)C)c2)CC1	11	4	5	-4	1	18	-6	-3	2	13	8
CN1CCN(c2ccc(NC(=O)Oc3ccccc3)cc2)CC1	-15	-12	-1	-3	-20	3	1	5	.	-4	.
CCCNC(=O)N1[C@H]2CC[C@@H]1C(C(=O)OC)=C(c1ccc3ccccc3c1)C2	20	8	5	.	41	2	-5	-7	35	6	-5

A few values from the entries so far.
Under NR2E3 ag-2, `CCC12CN3CCN(CC(C3)/C1=N/NC(N)=O)C2` has the entry -29
Under CF NFkB inh, `c1cc2c(cc1N1CCCCC1)CNCc1cnnn1-2` has the entry 8

Assay outcomes: PubChem BioAssay, several laboratories
